Screens deposited in PubChem by several laboratories.
TROY signal inh: inhibitors of TROY-driven NF-kB signaling, primary screen, Q293 LMP1-TROYcd cells, NF-kB luciferase, uHTS | Q293 LMP1-TROYcd NF-kB luciferase reporter, 4 h | inhibition, % at 10 µM | hit rate 0.98% among 360,000 | AID 1347056, 2019;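 active = compounds whose plate-normalised and pattern-corrected inhibition of the luciferase reporter signal at the single screening dose is 50% or more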
NCOA3 inh: SRC3 coactivator transcriptional activity inhibitors, primary screen, cell-based, luminescence; AID 588352, 2011; hit rate 0.17% among 360,000; inhibition, % at 3.6 µM; Nuclear receptor coactivator 3 (Homo sapiens), Q9Y6Q9; HEK293 GAL4-SRC3 luciferase reporter;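 active = inhibition above a per-campaign cutoff, the mean of all compounds plus 3 SD, cut at about 60% in these data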;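 also: 0% = DMSO-treated cells and 100% = gossypol-treated cells at 36 µM; higher means less SRC3-driven luciferase light from the GAL4 reporter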
Vif imaging: HIV Vif self-association inhibitors, primary screen, imaging, HEK293T, single point; hit rate 0.35% among 340,000; HEK293T cells, Vif self-association by quenched fluorescence, 24 h; AID 602346, 2012; inhibition, % at 7.49 µM; in the data active = inhibition above about 50%, passing the limit was not always enough; also: some results filed as inactive read as strong as hits
TLR9-MyD88 inh: inhibitors of TLR9-MyD88 association in cells, primary screen, cell-based, CHO, BLA complementation, fluorescence | CCF4 FRET ratio | inhibition, % at 4.98 µM | hit rate 0.21% among 340,000;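 active = inhibition above the mean over all tested compounds plus 3 SD, cut at about 21% in these data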;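 also: 0% = DMSO only wells and 100% = clavulanate BLA inhibitor control wells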
NOD2-RIPK2 inh: NOD2-RIPK2 binding disruptors in cells, primary screen, fluorescence, CHO cells, BLA complementation; Receptor-interacting serine/threonine-protein kinase 2 (Homo sapiens), O43353; CCF4 ratio; inhibition, % at 4.98 µM; hit rate 0.38% among 360,000; in the data active = inhibition above about 21%;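 also: 0% = vehicle only and 100% = reference blocker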
NR2F2 inh: NR2F2 transcriptional activity inhibitors, primary screen, cell-based, luciferase reporter, HEK293T, luminescence. AID 686940, 2013. HEK293T NGFI-A luciferase reporter. hit rate 0.7% among 370,000. COUP transcription factor 2 (Homo sapiens), P24468. inhibition, % at 8.6 µM;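 active = inhibition above a per-plate cutoff, mean inhibition of test wells between control levels plus 3 SD, cut at about 38% in these data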;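 also: cells cotransfected with COUP-TFII expression vector driving the NGFI-A reporter; 0% = median of COUP-TF2 test wells and 100% = reporter-only cells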
LMP1 NFkB inh: EBV LMP1-driven NF-kappaB luciferase reporter inhibitors, primary screen, cell-based, luminescence, single point; LMP1-induced NF-kappaB luciferase reporter cells; AID 504558, 2011; inhibition, % at 12.5 µM; hit rate 0.69% among 350,000; in the data active = inhibition above about 41%;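 also: 0% = neutral control wells and 100% = reference inhibitor control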
C8 TRAIL sens: viability loss with TRAIL in NB7+C8 cells, primary screen, TRAIL sensitizer project, cell-based, ATPlite luminescence. hit rate 1% among 360,000. inhibition (viability loss, TRAIL sensitization), % at 10 µM;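 active = compounds causing at least 50% loss of cell viability in the single-dose screen, relative to plate controls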
SRC2 inh: inhibition of GAL4-SRC2 driven luciferase reporter, primary screen, SRC2 inhibitor project, cell-based, luminescence; Nuclear receptor coactivator 2 (Homo sapiens), Q15596; AID 651957, 2012; inhibition, % at 9 µM; hit rate 0.17% among 370,000; HEK293 GAL4-SRC2 luciferase reporter;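 active = inhibition above the mean inhibition of all tested compounds plus 3 SD, set per campaign, cut at about 52% in these data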;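 also: 0% = DMSO treated cells and 100% = cells given Gossypol at 36 µM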
NR5A2 inv ag: LRH-1 (NR5A2) inverse agonists, primary screen, cell-based, luminescence, HEK293T, StAR-luciferase reporter. hit rate 0.13% among 360,000. inhibition, % at 3.6 µM. LRH-1 transfected, 24 h. AID 602396, 2012;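 active = inhibition above the mean inhibition of all tested compounds plus 3 SD, cut at about 73% in these data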;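 also: 0% = DMSO wells and 100% = reporter-only cells lacking LRH-1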
NCOA1 inh: SRC1 coactivator transcriptional activity inhibitors, primary screen, cell-based, luminescence. HEK293 GAL4-SRC1 luciferase reporter. inhibition, % at 3.6 µM. hit rate 0.12% among 360,000. AID 588354, 2011;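 active = inhibition above the campaign mean plus 3 SD, with each screening campaign given its own cutoff, cut at about 60% in these data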;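 also: 0% = DMSO treated cells and 100% = gossypol at 36 µM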
Target sequence (Q15788 whole entry, looked up, the tested form may be a part): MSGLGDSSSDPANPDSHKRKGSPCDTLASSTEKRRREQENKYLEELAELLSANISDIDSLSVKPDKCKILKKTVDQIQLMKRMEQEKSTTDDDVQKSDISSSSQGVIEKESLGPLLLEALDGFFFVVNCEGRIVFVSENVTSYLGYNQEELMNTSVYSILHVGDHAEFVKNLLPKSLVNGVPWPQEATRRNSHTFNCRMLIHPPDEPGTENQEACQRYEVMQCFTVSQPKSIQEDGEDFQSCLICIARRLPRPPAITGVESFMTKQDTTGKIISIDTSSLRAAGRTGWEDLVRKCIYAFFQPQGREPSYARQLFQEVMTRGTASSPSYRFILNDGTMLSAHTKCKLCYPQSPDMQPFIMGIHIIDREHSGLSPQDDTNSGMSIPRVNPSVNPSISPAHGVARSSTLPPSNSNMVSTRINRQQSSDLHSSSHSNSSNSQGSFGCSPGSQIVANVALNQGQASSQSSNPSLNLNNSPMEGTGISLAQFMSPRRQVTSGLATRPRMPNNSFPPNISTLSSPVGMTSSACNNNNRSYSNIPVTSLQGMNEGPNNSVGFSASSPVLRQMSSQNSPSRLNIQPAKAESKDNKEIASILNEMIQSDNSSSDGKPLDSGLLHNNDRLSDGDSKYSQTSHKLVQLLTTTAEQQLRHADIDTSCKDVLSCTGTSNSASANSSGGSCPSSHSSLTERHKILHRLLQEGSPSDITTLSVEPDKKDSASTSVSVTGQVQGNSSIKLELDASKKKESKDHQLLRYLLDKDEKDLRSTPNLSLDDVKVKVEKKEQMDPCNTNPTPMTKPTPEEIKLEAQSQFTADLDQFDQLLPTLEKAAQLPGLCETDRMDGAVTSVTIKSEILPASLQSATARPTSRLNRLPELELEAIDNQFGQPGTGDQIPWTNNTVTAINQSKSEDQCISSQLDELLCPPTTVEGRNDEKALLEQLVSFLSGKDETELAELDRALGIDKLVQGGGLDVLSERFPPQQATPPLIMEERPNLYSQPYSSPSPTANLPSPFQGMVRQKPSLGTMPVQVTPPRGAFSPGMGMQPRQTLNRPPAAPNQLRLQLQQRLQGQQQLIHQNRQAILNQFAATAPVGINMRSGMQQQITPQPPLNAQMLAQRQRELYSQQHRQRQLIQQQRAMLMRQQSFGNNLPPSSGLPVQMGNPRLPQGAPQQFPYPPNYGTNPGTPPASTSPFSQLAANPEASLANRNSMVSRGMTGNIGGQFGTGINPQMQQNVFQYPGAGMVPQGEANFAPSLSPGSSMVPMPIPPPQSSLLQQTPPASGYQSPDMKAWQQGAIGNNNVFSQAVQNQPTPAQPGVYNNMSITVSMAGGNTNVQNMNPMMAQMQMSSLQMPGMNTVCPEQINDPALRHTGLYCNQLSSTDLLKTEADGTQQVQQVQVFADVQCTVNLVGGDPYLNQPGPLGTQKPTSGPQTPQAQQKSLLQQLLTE
Starred values were filed as active, the others as inactive; . = no result given; & = joins results of further samples.

SMILES	TROY signal inh	NCOA3 inh	Vif imaging	TLR9-MyD88 inh	NOD2-RIPK2 inh	NR2F2 inh	LMP1 NFkB inh	C8 TRAIL sens	SRC2 inh	NR5A2 inv ag	NCOA1 inh
COc1ccc(NC(=O)CSC2CCCCC2)cc1	-38	-105	-8	7	-4	-9	-1	32	-75	7	-94
COCc1ccc(C(=O)N2CCCC(C(=O)c3cccc(C(F)(F)F)c3)C2)o1 (centres undefined)	22	-17	1	-1	3	-4	5	-1	-17	-4	20
CCOC(=O)C(c1nc2ccccc2[nH]1)n1c(-c2ccccn2)nc2ccccc21 (centres undefined)	-54	-53	-8	.	-17	-5	.	3	-31	-62	-83
O=C(NCCCCCCNC(=O)c1cncc(O)c1)c1cncc(O)c1	-13	6	-6	-5	2	0	-5	-2	-5	3	0
Fc1ccc(NC(=S)N2CCCC(c3ccccc3)=N2)cc1	-8	18	10	1	-3	20	-4	-3	-29	21	-5
CC(C)CCCN1C(N(C)C)=NC[C@@H]1C	-1	12	2	8	-6	9	-1	-6	8	4	-6
CCOc1ccc(S(=O)(=O)N2CCC(C(=O)NCc3cccnc3)CC2)cc1Cl	-2	10	6	-11	-3	27	5	33	14	4	7
O=C(NCCSC1CCCCC1)c1ccccc1	-56	-50	0	8	-3	-21	-24	-1	-32	-57	-82
O=C(CCN1C(=O)/C(=C/c2ccc3c(c2)OCO3)SC1=S)Nc1cccc(C(=O)O)c1	-51	-21	-2	2	-15	-11	5	7	-16	-7	-12
CC1(CCc2ccc(O)cc2)NC(=O)NC1=O (centres undefined)	-3	-7	.	-3	-2	13	0	-17	-6	-9	3
CC(C(=O)N(C)C1CCS(=O)(=O)C1)N1C(=O)/C(=C/c2ccc(F)cc2)SC1=S (centres undefined)	2	19	-5	-2	5	4	0	-1	-37	-8	2
CCOc1ccc(CCNC(=O)CS(=O)Cc2nc(-c3ccccc3Cl)oc2C)cc1OCC (centres undefined)	-5	-5	-5	10	-8	17	0	-1	4	-7	7
CCN(C(=O)C(C)N1C(=O)/C(=C/c2ccco2)SC1=S)C1CCS(=O)(=O)C1 (centres undefined)	15	18	5	18	10	-3	.	5	-9	2	-1
CSc1nc(-c2ccc(Cl)cc2)nc(N)c1C#N	-20	-10	.	.	1	-3	.	-11	-14	19	-11
CCN1CCN(C(=O)CCn2c(=O)c3cccn3c3cccnc32)CC1	-14	-3	12	-6	-6	9	-5	4	-12	7	8
CC(Sc1n[nH]c(-c2ccccc2F)n1)C(=O)Nc1ccc(S(N)(=O)=O)cc1 (centres undefined)	-1	0	-2	0	-10	5	3	-16	-3	-37	-4
Cc1ccc(CN2C(=O)c3ccccc3NC23CCN(Cc2ccccc2)CC3)cc1	-7	4	3	6	-4	15	7	0	-12	12	6
COc1ccc(CNC(=O)c2cccc(S(=O)(=O)N3CCN(C)CC3)c2)cc1	-5	15	-3	.	1	5	-2	19	-21	0	-14
Fc1ccc2nc(C3CCN(Cc4nc(CC5CC5)no4)CC3)[nH]c2c1	1	9	-4	1	-13	11	4	-8	26	7	-9
CCCOc1ccc(S(=O)(=O)n2cc(F)c(=O)[nH]c2=O)cc1	-20	14	3	0	4	-14	3	8	-5	7	-6
COc1ccc2nc(SCC(=O)Nc3ccc(S(=O)(=O)Nc4nccc(C)n4)cc3)[nH]c2c1	1	4	18	1	-16	7	8	-1	9	-8	-5
Cc1ccc(Nc2nc(N)nc(COC(=O)c3ccc(Br)o3)n2)cc1	-29	-47	-4	-4	0	-18	-15	33	-12	-42	-51
COc1ccc(C2C(C(C)=O)=C(O)C(=O)N2CCc2c[nH]c3ccccc23)cc1OC (centres undefined)	19	-33	27	5	-3	11	5	11	5	-6	-11
Cc1ccc(S(=O)(=O)NCCC(=O)OCn2nnc3ccccc3c2=O)cc1	5	-4	0	-8	7	-7	7	-11	-3	7	-4
Cc1ccc(NC(=S)NCC23C=CC(O2)C2C(=O)N(c4ccc(C)cc4)C(=O)C23)cc1 (centres undefined)	-9	1	-1	1	4	7	3	11	8	13	-19
N=c1sccn1CC(=O)Nc1ccc(SC(F)F)cc1	-13	18	11	10	1	-12	9	-6	-4	38	4
CCCCCNc1ncnc2c(C)[nH]nc12	-9	-55	.	.	-16	-1	.	-9	-52	-17	-24
CC(=O)c1ccc(Nc2c3c(nc4ccccc24)CCCC3)cc1	15	35	7	2	6	-16	3	15	3	10	15
CCCOc1ccccc1NC(=O)/C=C/c1ccc(OC)c(S(=O)(=O)N2CCOCC2)c1	3	2	3	2	-1	1	9	-27	-3	1	-1
COC(=O)C1=C(C)N(CC2CC2)C(=O)N[C@H]1c1ccccc1	-11	5	1	1	-14	0	3	-6	-8	13	-32
O=C(O)c1ccc(-n2nnnc2SCc2cccc(Br)c2)cc1	-4	10	2	-9	4	-2	-1	-19	-40	4	6
CC(C)c1c(C(=O)N/N=C/C=C/c2ccccc2)nnn1-c1nonc1N	-16	7	-3	3	-1	10	1	-2	2	-1	6
COc1cc(NC(=O)c2cccs2)c(C(=O)OCC(=O)NC(=O)NCc2ccccc2)cc1OC	-18	2	-3	1	-14	-7	6	3	-10	12	-31
CCCC(=O)Nc1cc2c3c(c1)CCN3C(=O)CC2	16	10	5	-4	-13	0	-1	-6	-1	5	-3
c1ccc(-c2nc(-c3cccs3)[nH]c2-c2ccccc2)cc1	-14	-3	-1	-1	4	-18	6	-7	2	17	-2
Cc1c(C(=O)C(=O)N2CCCc3ccccc32)c2ccccc2n1C	10	16	-3	-2	-2	5	-14	2	-10	11	4
COc1ccc(C[C@H]2CN3C(=NC[C@H]3C)N2CCNC(=O)CCC2CCCCC2)cc1	-13	-27	-3	5	-3	-23	1	9	-23	-4	-3
OC(COc1ccc(Cl)c2ccccc12)CN1CCN(c2ccccn2)CC1 (centres undefined)	17	8	1	0	3	2	6	10	-6	2	4
CC(N)C12CC3CC(CC(C3)C1)C2 (centres undefined)	-18&7	14&-1	2&2	-6&2	6&1	-25&4	1&-4	-14&-7	-1&-5	-1&-9	9&-1
Cc1cc(C)n(CC(=O)n2c3ccccc3c3ccccc32)n1	3	18	3	4	-6	4	7	-9	-10	16	-8
COCCNC(C(=O)Nc1ccc(C)cc1[N+](=O)[O-])c1ccccc1 (centres undefined)	-3	-28	7	6	-11	-24	-15	3	-47	-41	-11
CCOc1c2ccc(C(=O)NCc3ccc4c(c3)OCO4)cc2nn1C	2	-2	-1	-6	6	-8	0	-5	-16	-10	-12
Cc1[nH]cnc1CSCc1ccc(F)cc1	-19	9	-13	15	-13	-1	1	-7	-14	-1	4
Cc1ccc2c(c1)C(=O)CC(O)(C(F)F)O2 (centres undefined)	11	19	-8	5	-8	-5	-5	2	-26	-15	3
N#C/C=C1\n2c(nc3ccccc32)OC12CCCCC2	-11	17	1	-3	-5	9	-9	-7	11	4	-1

Compound profiles, from the list above:
`O=C(O)c1ccc(-n2nnnc2SCc2cccc(Br)c2)cc1` is listed with TROY signal inh = -4; NCOA3 inh = 10; Vif imaging = 2; TLR9-MyD88 inh = -9; NOD2-RIPK2 inh = 4; NR2F2 inh = -2; LMP1 NFkB inh = -1; C8 TRAIL sens = -19; SRC2 inh = -40; NR5A2 inv ag = 4; NCOA1 inh = 6
`Cc1ccc2c(c1)C(=O)CC(O)(C(F)F)O2` (centres undefined) is listed with TROY signal inh = 11; NCOA3 inh = 19; Vif imaging = -8; TLR9-MyD88 inh = 5; NOD2-RIPK2 inh = -8; NR2F2 inh = -5; LMP1 NFkB inh = -5; C8 TRAIL sens = 2; SRC2 inh = -26; NR5A2 inv ag = -15; NCOA1 inh = 3

Other results
SMILES	TROY signal inh	NCOA3 inh	Vif imaging	TLR9-MyD88 inh	NOD2-RIPK2 inh	NR2F2 inh	LMP1 NFkB inh	C8 TRAIL sens	SRC2 inh	NR5A2 inv ag	NCOA1 inh
COc1ccccc1NS(=O)(=O)c1cc(NC(=O)CNC(=O)c2ccccc2)ccc1C	4	-14	-2	1	-4	7	-14	0	-15	-4	-10
CCN(CC(=O)Nc1c(F)cccc1F)C(=O)CN(C)S(=O)(=O)c1ccc(F)cc1	-4	4	-4	-6	13	12	-7	-2	-26	8	-19
O=C(OCCN1C(=O)c2ccccc2C1=O)C1CC(O)CN1S(=O)(=O)c1ccc(Cl)cc1 (centres undefined)	-4	11	-1	5	-4	0	0	3	-13	4	-19
Cn1c(=O)oc2cc(S(=O)(=O)N3CCc4ccccc43)ccc21	5	11	-7	-4	-4	-3	6	-34	14	-1	-1
COc1ccc(C(=O)NC(=S)N2CCCCC2)cc1	-25	-32	0	-10	0	-19	-3	-14	-23	5	-28
CCOc1ccc(NC(=O)CSc2nnc(-c3ccccn3)n2N)cc1	-13	0	1	1	-1	-12	6	-7	-36	26	11
COC(=O)C1=C[C@@H](C(=O)OC)C2C3=C(C(=O)C24CCCCC4)[C@H](C)n2c(=O)n(-c4ccccc4)c(=O)n2[C@@H]3C1 (some centres undefined)	-9	-15	-1	-1	6	-5	4	4	14	11	0
O=C1C(Cl)=C(NCCN2CCOCC2)C(=O)c2ccccc21	-5	-8	8	-7	1	-12	8	5	-38	11	7
Cc1ccc(S(=O)(=O)NNC(=S)NCCc2ccccc2)cc1	-11	16	3	-8	5	-22	-2	-2	22	21	-34
CCOC(=O)c1cc(C(=O)NC(C)c2ccccc2)c(=O)[nH]c1C (centres undefined)	-5	6	-6	-10	10	4	0	9	25	-1	1
CCOc1ccc(Cc2nc(-c3nonc3N)no2)cc1OCC	-5	13	-1	12	-4	-5	7	14	-11	6	3
CCOC(=O)N1CCC(NC(=O)C2CCN(S(=O)(=O)N3CCC(C)CC3)CC2)CC1	12	17	1	-7	3	.	-1	-4	.	8	-2
COc1ccc(-c2csc(N3CCN(S(=O)(=O)c4ccc5c(c4)NC(=O)CO5)CC3)n2)cc1	18	19	-9	-13	-6	17	-6	-5	-36	33	11
CCCCCCOC(=O)Sc1nc2ccccc2o1	-56	-4	2	-12	-3	-23	-3	-1	-37	-44	-14
CCc1nccn1S(=O)(=O)c1ccc(C)c(C)c1	6	-3	.	-12	-6	1	-6	7	-10	19	-7
Cc1ccc(OCC(=O)NNC(=O)c2cccnc2)cc1C	5	21	2	4	-3	14	14	-4	-3	18	-4
O=c1oc(-c2ccccc2NS(=O)(=O)c2ccc(Cl)cc2)nc2ccccc12	13	23	-4	4	-2	-4	11	6	5	-1	0
COc1ccccc1CNC(=O)COc1cc(O)c2c(c1)OC(C)(C)CC2=O	2	3	-30	.	-14	-3	.	1	-2	11	-19
CN(CC(=O)NCCc1ccc(Cl)cc1)S(=O)(=O)c1ccc2c(c1)c(=O)n(C)c(=O)n2C	4	-7	2	9	3	9	-18	-7	-9	11	-8

This is a subset; count on the stated rates, not on these rows.
